Compound activity from PubChem.
KLF5 inh = KLF5 expression inhibitors, primary screen, DLD-1 cells, luminescence; 290,000 compounds, 0.23% hits; DLD-1 KLF5 promoter-luciferase reporter; inhibition, % at 5 µM;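 active = inhibition above a per-plate limit of that plate's mean compound inhibition plus 3 SD, cut at about 60% in these data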;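 also: 0% = DMSO wells and 100% = LY294002 at 200 µM; higher means less KLF5 promoter-driven luciferase light; inactives centre near -14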
aSyn 5UTR inh = MLPCN primary screen, SNCA 5' untranslated region. AID 1813, 2009. 300,000 compounds, 0.82% hits. alpha-synuclein 5'UTR reporter, inhibitor activity. inhibition, % (tested at 7.5 µM); in the data active = inhibition above about 60%;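 also: H4 neuroglioblastoma cells stably carrying SNCA 5'UTR luciferase fusion; 0% = DMSO wells and 100% = positive control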
HSF1 inhib = HSF1 inhibitors in luciferase reporter cells, primary screen, cell-based, NIH3T3, luminescence | AID 2098, 2009 | NIH3T3-HGL HSE-luciferase, MG132-induced, luminescence 8 h; active compounds read low | 300,000 compounds, 0.77% hits | activity change, negative = inhibition, % at 7.5 µM (by protocol);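 active = more than half of replicate wells show activity change below -50%, luminescence cut by over half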;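 also: luciferase reports HSF-1 transcriptional activity via heat shock element; 0% = median of DMSO wells and -100% = zero luminescence signal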
HSP90 inh = HSP90 inhibitors, primary screen, cell lysate, luminescence; Heat shock protein HSP 90 (rabbit reticulocyte lysate; luciferase refolding); Rabbit reticulocyte lysate, luciferase refolding luminescence, 3 h; inhibition, % at 5.6 µM; 290,000 compounds, 0.91% hits; AID 1789, 2009;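 active = inhibition above the screen-wide mean plus 3 SD, computed separately per campaign, cut at about 16% in these data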;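 also: 0% = DMSO wells and 100% = 60 µM geldanamycin wells; inhibitors lower the luminescence because luciferase stays unfolded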
HIF activator = HIF pathway transcriptional activators, primary screen, cell-based, U2OS HRE-luciferase, luminescence | activation, % at 7.5 µM (by protocol) | 300,000 compounds, 0.32% hits | U2OS HRE-luciferase reporter; normalized: DMSO 0%, desferrioxamine 100% | AID 1910, 2009;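 active = mean activation of at least 10% of the iron chelator positive control signal, with at least half of replicates also reaching 10%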
HSF-1 act = HSF-1 activators, primary screen, NIH3T3-HGL cells, MG132 stress, luminescence, single point; NIH3T3-HGL HSF-1 luciferase reporter, 8 h; 100% = twice DMSO control signal; activation, % at 9 µM; 300,000 compounds, 1.7% hits; AID 504408, 2011;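 active = mean replicate activation of at least 50% with a set share of replicates each reaching 50%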;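 also: 0% = median of the neutral control wells and 100% = twice that signal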
Platelet DG rel = inhibitors of platelet dense granule secretion, primary screen, cell-based, MLPCN, human platelets | human platelet-rich plasma, SFLLRN dense granule ATP release, luminescence | inhibition, %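 (compounds screened at 7.5 µM in platelet-rich plasma)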 | 300,000 compounds, 0.22% hits | AID 1663, 2009;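 active = mean replicate score, as percent of positive control, at or above 50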
IEC-6 cytotox = cytotoxicity in IEC-6 intestinal epithelial cells, primary screen, cytotoxicity control for KLF5 inhibitor project, cell-based, luminescence | 290,000 compounds, 0.78% hits | IEC-6 cytotoxicity, luminescence viability | inhibition, % at 5 µM | AID 1825, 2009; in the data active = inhibition above about 22%;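 also: 0% = plate median of test compound wells and 100% = cytotoxic reference compound wells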
AI-2 QS modul = Vibrio harveyi AI-2 quorum sensing modulators, primary screen, JMH597 strain, luminescence/OD600 ratio. activity change, % at 7.5 µM. Vibrio harveyi JMH597 AI-2 luminescence/OD600 ratio, 9 h; active compounds read low; strain lacks LuxN and CqsS sensors; 0 = neutral-control median. AID 2094, 2009. 300,000 compounds, 0.4% hits; in the data active = activity change below about -75%, passing the limit was not always enough;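 also: luminescence divided by OD600 gain over 9 h not by final OD600 alone; inactives centre near 13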
SKKanGAS inh = S. pyogenes SKKanGAS growth inhibitors in kanamycin, primary screen, streptokinase expression inhibitor project, SKKanGAS strain, BacTiter-Glo luminescence. 6 h. inhibition, % at 7.5 µM. AID 1662, 2009. 300,000 compounds, 1.3% hits;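 active = mean replicate score, as percent of positive control median, at least 50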;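 also: strain carries kanamycin resistance gene driven by streptokinase promoter and grows in 40 µg/ml kanamycin; loss of luminescence reflects streptokinase promoter inhibition or plain growth inhibition; 0% = median of DMSO wells and 100% = positive control at its reference dose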
The depositor's hits bear a star; / = no result given.

SMILES	aSyn 5UTR inh	IEC-6 cytotox	SKKanGAS inh	HSF1 inhib	Platelet DG rel	HIF activator	HSF-1 act	KLF5 inh	AI-2 QS modul	HSP90 inh
Cc1ccc(C2=N/C(=C\c3ccc(OS(=O)(=O)c4ccc(C)cc4)cc3)C(=O)O2)cc1	-6	3	9	1	8	0.1	19	-4	1	0
COc1cccc(/C=C/C(=O)OCC(=O)Nc2ccc(S(=O)(=O)N3CCCC3)cc2)c1	-6	2	20	1	-2	-0.6	5	-19	18	-1
Cc1ccc(-n2cc(CNC(C)Cn3cncn3)c(-c3ccc(F)cc3)n2)cc1 (configuration not stated)	1	-2	6	-1	18	0.5	36	-14	10	0
CCOCCn1c(SCc2ccccc2)nc2c1c(=O)[nH]c(=O)n2C	33	/	-1	16	2	-0.2	50	/	20	/
O=C(c1ccccc1)c1ccc(-n2cnnc2)c([N+](=O)[O-])c1	-18	-1	-11	0	9	1.6	34	-6	/	-1
C=CCN(c1ccccc1)S(=O)(=O)c1cccc(C(=O)N2CC(C)CC(C)C2)c1 (configuration not stated)	1	-4	4	8	-7	-0.1	-4	-21	-4	1
COC(=O)[C@@H](Cc1c[nH]c2ccccc12)NC(=O)c1ccc2c(c1)OCO2	-33	-5	-2	30	-2	-0.1	70*	-19	18	10
COc1ccc(/C=C/C(=O)N(C)C2CCCCC2)cc1Br	-92	-8	-2	22	0	4.3	41	-52	13	0
COc1ccc(C2CC(c3ccc(F)cc3)=NN2c2ccccc2)cc1OC (configuration not stated)	-34	1	14	15	4	1.4	34	-41	8	1
Cc1nc2sc(C(c3ccc(C(C)C)cc3)N3CCN(CCO)CC3)c(O)n2n1 (configuration not stated)	4	-1	3	1	-34	0.0	-1	-45	11	3
CCOC(=O)N1CCN(Cc2nc(-c3cccc(Cl)c3)no2)CC1	-11	-1	4	-1	-6	1.4	11	-19	1	2
Cc1cc(Nc2ccc(F)cc2F)n2nc(C)nc2n1	-1	-6	1	-2	3	0.0	1	-9	18	-3
CCOC(=O)CNc1ccc(C(=O)OCC)cc1[N+](=O)[O-]	-2	-5	10	-1	-9	0.5	27	4	2	-2
C=CCOc1ccc(/C=N/Nc2ccccn2)cc1OC	-246	3	5	29	3	5.3	66*	-84	25	-1
Cc1[nH]c(=O)[nH]c(=O)c1S(=O)(=O)Nc1ccc(Br)cc1F	10	2	3	-3	1	-0.6	-3	-24	21	2
CN(C)c1oc(-c2ccccc2[N+](=O)[O-])nc1C#N	12	4	3	1	-1	-0.1	14	21	6	-3
Cc1cc(NC(=O)C(C)Oc2ccccc2)no1 (configuration not stated)	-28	-3	-4	0	-2	2.0	10	-23	11	5
CN1C(=O)C(CC(=O)N2CCN(C(c3ccccc3)c3ccccc3)CC2)N(C)C1=O (configuration not stated)	7	0	-6	-7	-1	0.3	-7	3	13	1
Cc1cc(C(=O)NN)n[nH]1	-13	2	-2	-4	3	-0.3	14	-55	12	-1
COC1CC(C)NC(=S)N1 (configuration not stated)	8	-4	7	-7	11	0.8	14	-20	3	1
O=C1C2CCCN2C(=S)N1c1ccccc1 (configuration not stated)	-7	0	-2	-9	3	1.0	-8	-53	3	49*
O=C1CC(N2CCN(c3ccc(F)cc3)CC2)C(=O)N1Cc1ccc(N2CCCC2=O)cc1 (configuration not stated)	-10	0	0	0	2	-3.5	2	-14	30	-2
COCCNC(=O)C1CC(c2cccc(F)c2)=NO1 (configuration not stated)	1	/	-1	-12	-2	-0.4	-17	/	10	/
CCOC(=O)C1=C(C)n2c(s/c(=C3\C(=O)Nc4ccccc43)c2=O)=NC1c1ccc(OC)cc1 (configuration not stated)	-38	5	-8	-12	-26	0.8	-11	9	29	2
Cc1nc(NCCN2CCOCC2)c2nnn(Cc3c(F)cccc3Cl)c2n1	-9	0	-11	-3	-10	0.0	1	-9	1	1

(continued)
SMILES	aSyn 5UTR inh	IEC-6 cytotox	SKKanGAS inh	HSF1 inhib	Platelet DG rel	HIF activator	HSF-1 act	KLF5 inh	AI-2 QS modul	HSP90 inh
O=C(O)c1cc2c(cc1NC(=O)c1c(F)cccc1Cl)OCCCO2	24	-2	-5	-2	-1	0.1	-15	-7	9	1
COc1ccc(-c2nsc(SCC(=O)Nc3ccc4c(c3)OCO4)n2)cc1	-109	0	-10	-9	17	1.0	-10	-9	30	-1
Cc1ccc2nc(-c3ccc(NC(=O)CN(c4ccccc4C)S(C)(=O)=O)cc3)sc2c1	-164	-2	18	14	-4	3.2	32	-157	16	-1
O=C(c1ccc(-n2cncn2)c([N+](=O)[O-])c1)N1CCN(S(=O)(=O)c2ccc(F)c(F)c2)CC1	11	/	-19	-4	17	0.3	-6	/	3	/
CC(=O)Nc1ccc(OC/C=C(\C)Cl)cc1	13	3	-1	8	5	0.4	8	-43	16	6
CCn1c(C)nc2cc(C(=O)N/N=C/c3ccccc3)ccc21	-83	-2	-5	9	5	3.8	20	-88	9	-3
NC(=O)c1ccc(NC(=O)CN2CCN(C(=O)c3ccco3)CC2)cc1	1	-4	-4	-4	8	-0.7	-21	-10	26	2
CC(=O)Nc1ccc(C(=O)OC2CCOC2=O)cc1 (configuration not stated)	6	-2	3	0	8	0.5	-11	-22	17	-1
CC1(c2nnc(-c3ccccc3)o2)CC(c2cccnc2)=NO1 (configuration not stated)	-40	/	4	-3	-6	0.6	0	/	-5	/
CCc1cc2cc(C)cc(C)c2[nH]c1=S	-36	-1	-9	3	-6	-0.1	2	-32	16	0
COC(=O)CSc1c(-c2ccccc2)c2cc(Cl)ccc2[nH]c1=O	7	-3	0	-1	-5	-0.2	23	-10	6	3
c1ccc(OCc2nc(-c3cccs3)no2)cc1	-173	-2	-4	29	0	3.5	59*	-86	-84*	-2
CCN(CC)S(=O)(=O)c1cc(NC(=O)c2n[nH]c(=O)c3ccccc23)ccc1C	-31	0	-13	9	10	1.1	18	-12	21	3
CC1=C(C(=O)OC(C)C)C(c2cn(-c3ccccc3)nc2-c2cccs2)NC(=O)N1 (configuration not stated)	4	5	1	4	-2	-0.5	11	-2	-5	1
CCOC(=O)c1ccc2nc(C)c3c(c2c1)OC(C)C3 (configuration not stated)	16	4	-1	1	0	-0.1	16	-14	4	-5
Cc1nnc(SCC(=O)Nc2ccc([N+](=O)[O-])cc2)n1CC1CCCO1 (configuration not stated)	0	-2	-1	-6	9	0.3	4	-9	-5	-3
O=C(CCCO)N/N=C/c1ccccc1[N+](=O)[O-]	10	2	-3	-7	3	-0.2	0	1	13	4
O=S(=O)(NCc1cccnc1)c1ccc(Cl)nc1	-4	2	-3	-6	3	-0.2	16	-7	23	-1
Cc1ccc(C(=O)NNc2nc3ccccc3nc2C(F)(F)F)cc1	-3	6	6	-3	2	-0.1	0	-23	20	1
C[C@@H](C(=O)NCc1ccccc1)[C@@H]1C[C@@]1(C)[C@@H](NC(=O)OCc1ccccc1)c1ccccc1	0	-4	5	-2	-1	0.5	18	-3	15	4
COc1cccc(C(=O)NN/C(C)=C/C(=O)C(F)(F)C(F)(F)C(F)(F)F)c1	-9	0	-1	2	13	/	20	-11	10	-4
Cc1ccccc1N1C(=O)c2sc3nc4c(c(=O)n3c2C1=O)CCC4	-13	2	4	-1	-1	-0.3	2	-56	8	6
O=C(Cn1sc2ccccc2c1=O)N1CCN(C(=O)c2ccco2)CC1	5	4	1	5	-9	0.7	-1	3	6	-1
Cc1cc(C(F)(F)F)nc(SCC(=O)NC2CCCCC2)n1	16	-3	3	-8	6	-0.1	11	-32	20	-2
CN(CCNC(=O)C1CCC(=O)N(Cc2cccc(F)c2)C1)CCc1ccccc1 (configuration not stated)	8	-1	4	-11	-3	-0.1	-7	-45	17	-4

The closing two entries of the part before are carried over, then new ones follow.
SMILES	aSyn 5UTR inh	IEC-6 cytotox	SKKanGAS inh	HSF1 inhib	Platelet DG rel	HIF activator	HSF-1 act	KLF5 inh	AI-2 QS modul	HSP90 inh
Cc1cc(C(F)(F)F)nc(SCC(=O)NC2CCCCC2)n1	16	-3	3	-8	6	-0.1	11	-32	20	-2
CN(CCNC(=O)C1CCC(=O)N(Cc2cccc(F)c2)C1)CCc1ccccc1 (configuration not stated)	8	-1	4	-11	-3	-0.1	-7	-45	17	-4
CC1CCN(C(=O)COc2ncnc3ccccc23)CC1	-27	9	-3	-10	-3	1.0	8	-13	17	1
CCOc1ccc(S(=O)(=O)Nc2ccc3c(c2)c2c(n3S(=O)(=O)c3ccc(OCC)cc3)CCCC2=O)cc1	31	-3	3	8	-9	-0.3	43	-8	22	1
COCCn1c(SCC(=O)Nc2ccc(F)cc2)nc2c([nH]c3ccccc32)c1=O	-7	1	51*	7	7	0.1	17	-27	35	0
O=C(c1ccc(S(=O)(=O)Cc2ccccc2F)c([N+](=O)[O-])c1)N1CCCC1	-31	-6	1	1	2	-0.7	1	-54	33	-3
CCc1nc2ccccc2c(C(=O)OCC(=O)NCc2ccc3c(c2)OCO3)c1C	7	7	0	-4	7	-0.2	-3	5	21	4
O=c1[nH]nc(-c2cccs2)c2ccccc12	11	-3	1	1	-1	-0.2	-6	-8	17	-3
